# PP1 counter – PP1-alpha phosphatase inhibitors, primary screen, counter-screen for PP5 inhibitor project, biochemical, fluorescence, OMFP substrate, single point | Serine/threonine-protein phosphatase PP1-alpha catalytic subunit (Homo sapiens), P62136 | purified PP1alpha | inhibition, % at 6.7 µM | 320,000 compounds, 0.9% hits | AID 2235, 2010;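 active = inhibition above the mean inhibition of all tested compounds plus 3 SD, computed separately for each screening campaign, cut at about 15% in these data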
# Target sequence (P62136 whole entry, looked up): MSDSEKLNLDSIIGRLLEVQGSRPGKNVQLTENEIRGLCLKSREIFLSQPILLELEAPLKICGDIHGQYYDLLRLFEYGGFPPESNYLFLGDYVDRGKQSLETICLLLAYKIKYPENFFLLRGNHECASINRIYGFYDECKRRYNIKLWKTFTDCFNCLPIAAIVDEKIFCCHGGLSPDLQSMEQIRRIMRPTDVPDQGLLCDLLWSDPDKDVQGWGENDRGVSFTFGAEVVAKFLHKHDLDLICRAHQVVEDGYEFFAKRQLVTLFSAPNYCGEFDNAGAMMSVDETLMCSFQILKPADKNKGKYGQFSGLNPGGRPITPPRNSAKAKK
# TPT1 inh – Candida albicans TPT1 enzyme inhibitors, primary screen, biochemical, fluorescence polarization. recombinant caTPT1, FP RNA substrate dephosphorylation. inhibition, % at 5 µM. tRNA 2'-phosphotransferase TPT1 (Candida albicans SC5314). 300,000 compounds, 0.81% hits;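 active = inhibition above the mean of all tested compounds plus 3 SD, set per screening campaign, cut at about 24% in these data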;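 note: plate controls were DMSO alone for no effect and ferristatin control at 100 nM for full effect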
# ZTA DNA inh – counter-screen for EBNA-1 inhibitors: inhibitors of Epstein-Barr virus ZTA. P03206. ZTA-DNA binding, fluorescence polarization. inhibition, % at 11 µM. 320,000 compounds, 0.15% hits. AID 2234; in the data active = inhibition above about 33%
# HCV core dimer – inhibitors of HCV core protein dimerization, primary screen, biochemical, TR-FRET, high-throughput; inhibition, % at 5 µM; TR-FRET GST/Flag-core106 dimerization, 1536-well; 300,000 compounds, 0.33% hits; AID 1899, 2009;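 active = inhibition above the mean of all tested compounds plus 3 SD, set per screening campaign, cut at about 45% in these data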
#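 test system = GST/Flag-tagged HCV core106 proteins | probe or stimulus = Eu donor and XL665 acceptor anti-tag antibodies | times = compound-protein-antibody incubation 4 h at 22.5 °C | signal = TR-FRET, excitation 340 nm, emission 617 and 671 nm | measure = percent inhibition of core106 dimerization signal | controls = wells lacking GST-core106 and wells with excess unlabelled core106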
# CTSL1 counter – Fasciola hepatica cathepsin L1 inhibitors, primary screen, counter-screen for PFM18AAP inhibitor project, biochemical, QFRET, fluorogenic peptide substrate; recombinant F. hepatica cathepsin L1, Z-Leu-Arg-MCA fluorescence; inhibition, % at 5.96 µM; 300,000 compounds, 0.49% hits; AID 1906, 2009;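 active = inhibition above the mean of all tested compounds plus 3 SD, set per screening campaign, cut at about 17% in these data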;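 note: 0% = plate median of test compound wells and 100% = 1 µM Z-Phe-Ala-diazomethylketone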
# EBNA-1 inhibitor – EBNA-1 DNA-binding inhibitors, primary screen, biochemical, fluorescence polarization | 300,000 compounds, 0.34% hits | AID 1950, 2009 | inhibition, % at 14.8 µM; in the data active = inhibition above about 28%
# PP5 inh – PP5 phosphatase inhibitors, primary screen, biochemical, fluorescence; inhibition, % at 6.7 µM; 320,000 compounds, 0.18% hits; purified PP5c, OMFP substrate fluorescence;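 active = inhibition above the campaign's mean inhibition across all tested compounds plus 3 SD, cut at about 9.5% in these data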;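 note: 0% = DMSO only and 100% = 100 µM cantharidin control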
# PREPL inhibitor – PREPL enzyme inhibitors, primary screen, biochemical, fluorescence polarization; AID 2751, 2010; inhibition, % at 5.96 µM; 320,000 compounds, 0.68% hits; recombinant PREPL, fluorescence polarization activity-based probe; in the data active = inhibition above about 43%;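 note: 0% = enzyme with DMSO and 100% = wells lacking enzyme; many of its hits are not listed in these tables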
# Target sequence (Q4J6C6 whole entry, looked up): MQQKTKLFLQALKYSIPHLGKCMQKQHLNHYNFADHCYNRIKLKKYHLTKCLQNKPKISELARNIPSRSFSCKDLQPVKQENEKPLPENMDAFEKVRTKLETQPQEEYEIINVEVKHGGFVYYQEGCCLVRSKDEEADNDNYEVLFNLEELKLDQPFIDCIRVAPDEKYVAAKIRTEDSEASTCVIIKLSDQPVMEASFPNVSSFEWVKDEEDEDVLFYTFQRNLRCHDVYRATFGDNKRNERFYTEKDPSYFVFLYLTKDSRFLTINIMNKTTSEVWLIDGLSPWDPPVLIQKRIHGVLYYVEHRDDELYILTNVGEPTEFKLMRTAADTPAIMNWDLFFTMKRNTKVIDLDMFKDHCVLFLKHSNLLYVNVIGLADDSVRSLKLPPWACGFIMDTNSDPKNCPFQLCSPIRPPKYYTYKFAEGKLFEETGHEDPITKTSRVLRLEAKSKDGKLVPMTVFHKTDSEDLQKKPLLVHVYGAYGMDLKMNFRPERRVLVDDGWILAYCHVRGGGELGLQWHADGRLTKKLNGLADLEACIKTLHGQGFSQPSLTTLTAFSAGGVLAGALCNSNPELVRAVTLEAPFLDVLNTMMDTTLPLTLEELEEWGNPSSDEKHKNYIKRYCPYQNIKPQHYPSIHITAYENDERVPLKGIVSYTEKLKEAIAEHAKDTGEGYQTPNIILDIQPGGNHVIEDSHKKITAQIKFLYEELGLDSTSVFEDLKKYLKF
# Efflux pump inh – inhibitors of Candida efflux pumps in yeast, primary screen, S. cerevisiae, Nile Red, multiplex; S. cerevisiae Candida pump triplex; 330,000 compounds, 0.44% hits; inhibition, % at 10 µM;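 active = plate passing quality check with inhibition over a set limit, or well fluorescence over plate mean plus 4 SD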;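 note: Nile Red retained in pooled yeast measured as flow cytometry median fluorescence; 0% = buffer negative control and 100% = Enniatin B positive control; higher means more Nile Red kept so more efflux inhibition; some compounds called inactive have numbers as strong as hits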
# Numbers without * were called inactive; x = no result given. A portion of the library; rates above refer to the full screens.
SMILES,PP1 counter,TPT1 inh,ZTA DNA inh,HCV core dimer,CTSL1 counter,EBNA-1 inhibitor,PP5 inh,PREPL inhibitor,Efflux pump inh
CC1(C)CC(=O)NC=C(c2ccccc2)C1,-3,-6,7,-2,0,5,-1.8,2,-0.1
COc1ccccc1NC(=O)CSc1nnc(COc2ccc(Cl)cc2)n1Cc1ccco1,7,2,6,20,3,0,6.6,-10,0.1
Cn1cc(/C=C(\NC(=O)c2ccccc2Cl)C(=O)NCCCN2CCOCC2)c2ccccc21,-2,-4,-10,-19,6,0,-2.3,12,-0.4
CC1CN(c2nc3ccccn3c(=O)c2/C=C(\C#N)C(=O)N2CCOCC2)CC(C)O1 (stereo not given),2,-1,11,3,-4,-5,2.0,-8,0.0
CCn1c(C)nc2cc(C(=O)N/N=C/c3ccc(OC)c(O)c3)ccc21,-1,0,7,3,7,8,-1.9,6,0.1
CCCCCCC1C(C#N)=C(N)OC2=C1C(=O)CC(C)(C)C2 (stereo not given),2,-3,-8,7,-3,-1,5.1,5,0.2
COc1ccc(S(=O)(=O)Nc2c(C)c(C)cc3c2ncn3C)cc1,-10,-1,-12,-6,-4,-12,1.9,0,0.0
O=S(=O)(c1ccccc1)N1CCN(C/C=C/c2ccccc2)CC1,-4,-3,-8,14,-6,-9,1.9,7,0.1
COc1ccc(-c2cc(=O)c3cc(OC)ccc3o2)cc1,-4,0,-5,-8,-2,-1,0.8,9,0.1
O=C(c1ccccc1)c1cccc(NC(=O)c2ccc(Br)o2)c1,3,-4,-9,-5,10,-2,0.6,-18,0.0
O=C(c1cc2c(s1)-c1ccccc1S(=O)(=O)C2)N1CCCC1,-2,-3,14,-5,-3,12,-2.7,1,-0.1
Cc1cnnc2ccc3c(no[n+]3[O-])c12,-6,-4,-2,-5,1,-10,0.0,12,0.0
CCn1c2ccccc2c2cc(NC(=O)c3cc(OC)cc(OC)c3)ccc21,2,1,-6,5,-1,25,6.1,7,0.4
CCCOc1ccccc1/C=C1\SC(N2CCCCC2)=NC1=O,2,-4,11,6,6,3,3.9,1,0.3
CCSc1nnc(NC(=O)C2C3C=CC(C3)C2C(=O)O)s1 (stereo not given),-1,-2,-5,-5,-1,4,0.0,15,0.2
CC(C)COc1ccc2[nH]c3c(c2c1)CCCC3=O,0,-1,7,4,2,2,3.2,0,0.1
CCOc1ncccc1C(=O)OCC(=O)Nc1ccc(-c2nc3ccc(C)cc3s2)cc1,19*,0,21,6,-6,-4,-0.2,-9,0.0
CCCCN(C)C(=O)c1cn(C)c2ccc(S(=O)(=O)N3CCC(C)CC3)cc2c1=O,1,-2,-10,-10,1,10,2.1,9,0.1
CC1=NN(C(=O)c2ccc(Br)cc2)C(O)(c2ccccc2)C1 (stereo not given),-2,1,-16,-2,1,-1,4.4,-9,0.0
COc1cc(C2Nc3ccccc3NC3=C2C(=O)CC(c2ccc(OC)c(OC)c2)C3)ccc1O (stereo not given),0,-2,-12,-4,3,-13,-0.4,-4,-0.1
O=C(N/N=C/c1cc(Br)c(Br)s1)c1ccncc1,-1,0,6,1,1,2,0.3,1,0.1
Clc1ccc(OCc2nn3c(C4CCCCC4)nnc3s2)cc1,6,-3,2,15,3,-2,5.9,46*,0.2
O=C(O)CCC(=O)N1CC=C(c2ccccc2)CC1,-3,0,-9,-1,2,1,-0.1,3,-0.1
O=C(NC1CCCC1)C(c1cccs1)N(Cc1ccco1)C(=O)c1csnn1 (stereo not given),5,3,-10,0,-4,-6,4.5,8,0.0
CCOc1ccc(NC(=O)Nc2cccc(C(=O)O)c2)cc1,-3,-2,5,-2,-3,-2,2.8,-1,-0.1
NC(=S)Nc1ccc(Cl)c(Cl)c1,-2,-3,-4,-1,-2,-2,3.3,4,-0.2
CC1(C(=O)NCc2cccnc2)CCC(=O)N1CCc1ccccc1 (stereo not given),-3,-3,3,-2,4,5,1.4,9,-0.1
O=C(NCCCc1ccc(F)cc1)C1CCC(=O)N(CC2CCCCC2)C1 (stereo not given),-1,-2,7,-13,1,4,3.6,21,0.0
CCCCN=C(NNc1ccc(Br)cc1)C(=O)OCC,3,0,12,-15,-5,4,2.1,0,17*
Cc1ccc(OCCN2CCN(C(=O)CCC(=O)Nc3nnc(C(C)C)s3)CC2)cc1,0,0,13,1,0,8,0.5,-4,0.1
CC1CN(C(=O)c2ccc(S(=O)(=O)Nc3cccc(C(F)(F)F)c3)cc2)CC(C)O1 (stereo not given),-3,3,4,-3,-1,-4,-1.2,9,0.3
Cc1nc(C(=O)NCCCO)cc2c1[nH]c1ccccc12,0,2,21,-2,-1,4,-0.1,-1,-0.1
COC(=O)[C@H](Cc1c[nH]c2ccccc12)NC(=O)NCc1ccc(OC)cc1,2,1,8,12,-2,5,-2.1,-11,-0.1
O=C(CSC1=NCCS1)NC(NC(=O)CSC1=NCCS1)c1ccccc1,-2,-1,-17,0,7,-18,6.2,0,0.0
COCC(=O)N(Cc1cc2ccccc2[nH]c1=O)c1ccc(OC)cc1,0,-5,6,0,3,-11,0.6,-5,-0.2
Nc1ccc(OC(=O)Nc2ccc(O)cc2)cc1,1,-1,-2,3,-4,-6,3.0,27,0.1
CCOC(=O)[C@H]1[C@H]2COc3ccccc3[C@@H]2N2C(=O)CNC(=O)[C@@]12C,-1,x,10,x,x,x,2.2,10,-0.1
Cc1cccc(OCC(=O)NCC(C)(C)N2CCOCC2)c1,-3,x,16,x,x,x,-1.5,10,0.0
CCC(=O)Nc1cccc(NC(=O)CSc2nnnn2Cc2ccccc2)c1,0,-5,6,-2,-2,11,0.7,-16,0.0
COc1ccc(CN(C)CC(=O)NCC(=O)Nc2c(C)cccc2C)cc1,4,x,4,x,x,x,-0.9,10,0.7
COc1ccc(OC)c(/C=C/C(=O)OCC(=O)c2c(N)n(C)c(=O)n(C)c2=O)c1,-2,-3,3,3,0,4,0.8,0,0.0
CCCCn1c(N)c(N(CCOC)C(=O)c2sc3ccccc3c2Cl)c(=O)[nH]c1=O,-5,1,9,-2,5,-2,-0.2,8,0.2
COc1ccc(Cc2nnc(NC(=O)CS(=O)(=O)c3ccc(C)cc3)s2)cc1OC,4,-5,-20,-10,5,-10,2.2,15,-0.6
CCC(Oc1ccccc1F)C(=O)NCCCn1ccnc1 (stereo not given),-2,3,-24,-13,-3,-12,0.8,-1,0.0
CCSc1nnc(NC(=O)C2CCN(S(=O)(=O)c3c(C)c(C)cc(C)c3C)CC2)s1,2,-1,21,9,1,3,-2.9,3,-0.1
COc1ccc(N2CCC(N3CCN(C)C(CCO)C3)CC2)cc1 (stereo not given),-1,-3,-9,-5,3,-1,4.3,-18,0.3
CSc1ccc(C=O)cc1,-2,x,-7,x,x,x,0.3,2,-0.1
Cc1sc2ncnc(Nc3ccc(O)cc3)c2c1C,7,-2,13,-1,1,2,0.8,-2,0.3
CCO[C@H]1OC(C(N)=O)=C[C@@H](C2CC2)[C@@H]1CCCO,1,-2,15,4,-2,3,-0.5,2,0.0
COCCn1c(C)cc(C(=O)CSc2ccc(NC(C)=O)cc2)c1C,0,0,-14,-5,-2,-7,-0.7,-3,-0.2

# Some of the entries so far, field by field:
CSc1ccc(C=O)cc1
  PP1 counter: -2 | TPT1 inh: x | ZTA DNA inh: -7 | HCV core dimer: x | CTSL1 counter: x | EBNA-1 inhibitor: x | PP5 inh: 0.3 | PREPL inhibitor: 2 | Efflux pump inh: -0.1

Cc1sc2ncnc(Nc3ccc(O)cc3)c2c1C
  PP1 counter: 7 | TPT1 inh: -2 | ZTA DNA inh: 13 | HCV core dimer: -1 | CTSL1 counter: 1 | EBNA-1 inhibitor: 2 | PP5 inh: 0.8 | PREPL inhibitor: -2 | Efflux pump inh: 0.3

# (continued)
SMILES,PP1 counter,TPT1 inh,ZTA DNA inh,HCV core dimer,CTSL1 counter,EBNA-1 inhibitor,PP5 inh,PREPL inhibitor,Efflux pump inh
CN(c1cccc(Cl)c1)S(=O)(=O)c1cccc(C(=O)NCc2ccncc2)c1,-1,x,-6,x,x,x,-2.5,-5,-0.1
CNc1ccc(S(=O)(=O)NCC(=O)OC(C)C(=O)N(C)Cc2ccccc2)cc1[N+](=O)[O-] (stereo not given),-5,x,-9,x,x,x,-1.3,1,-0.1
CCS(=O)(=O)c1nc(S(=O)(=O)c2ccc(Cl)cc2)c(N2CCCC2)s1,2,-1,-3,-13,5,-9,-8.8,14,-0.1
COc1ccc([C@H]2CC(=O)C=C(c3ccc4c5c(cccc35)CC4)C2)cc1,7,x,11,x,x,x,1.1,-20,0.2
O=C(C1CCCO1)N1CCN(C(=S)Nc2cc(F)cc(F)c2)CC1 (stereo not given),-1,-2,4,6,0,6,-0.5,6,0.0
CCOC(=O)c1c(NC(=S)Nc2cccc(C)c2)sc2c1CC(C)(C)SC2,3,31*,8,32,-3,7,-0.8,4,-0.2
Cc1onc(-c2ccccc2)c1C(O)c1ccc(F)cc1 (stereo not given),2,-1,2,-1,1,-2,3.4,18,0.0
O=C(Cn1ccc2ccccc2c1=O)N1CCN(Cc2ccc3c(c2)OCO3)CC1,2,-6,-2,-7,-3,2,2.0,26,0.1
CCS(=O)(=O)N1CCC(C(=O)OCC(=O)c2ccc(Br)cc2)CC1,1,0,13,2,-2,-3,1.3,7,0.1
CCOc1ccc(N/C=C/C(=O)c2cc(OC)c(OC)c(OC)c2)cc1,0,1,-5,3,2,-5,0.9,4,-0.1
CCCN(CCC)CC(C)(C)NS(=O)(=O)c1ccc(Cl)cc1,-2,1,-2,-5,5,-11,0.8,9,0.0
COc1ccc(NCC(=O)N/N=C/C=C/c2ccccc2[N+](=O)[O-])cc1,1,8,5,-4,1,2,1.0,15,0.0
CCN(CC)S(=O)(=O)c1cccc(C(=O)N[C@H](C(=O)OCC(N)=O)C(C)C)c1,1,2,10,2,-13,1,-3.1,-2,-0.1
CCOc1ccccc1-n1c(SCC(=O)NC)nnc1-c1ccco1,0,-1,-1,5,-9,-2,5.6,12,0.4
CCOc1cc(C=O)ccc1OCC(=O)N1CCCC1,-9,-2,4,4,-1,11,1.0,1,-0.1
Cc1ccc2c(c1)sc1nc(=O)ccn12,-2,1,12,10,-1,13,-6.9,2,0.0
Cc1nn(CCCC(=O)O)c(C)c1[N+](=O)[O-],-5,-3,-16,-2,-7,-8,-1.6,-1,0.1
CCOc1ccc(CC(=N)C2=C(O)CC(C)(C)CC2=O)cc1OCC,0,1,-3,-4,6,1,0.9,5,0.6
COc1ccc(NC(=O)CS(=O)CC(=O)NCc2cccc(C(F)(F)F)c2)cc1 (stereo not given),-4,1,0,0,-2,7,0.4,4,0.0
COC(=O)c1ccc(CSc2nnc(-c3ccncc3)n2Cc2ccccc2)o1,-3,6,3,4,2,-5,0.8,12,0.1
CCCCn1c(N)c(N(CC(C)C)C(=O)CCS(=O)(=O)c2ccc(C)cc2)c(=O)[nH]c1=O,-3,-2,-4,-3,-2,5,-1.4,3,0.0
COc1ccccc1C(=O)N/C(=C/c1ccc(Br)cc1)C(=O)NCCCn1ccnc1,2,-1,-6,-3,1,2,0.2,12,-0.1
O=C(O)c1cccc(-n2cnnn2)c1,1,-5,5,-1,-1,13,0.3,-5,-0.1
O=C(NC1CCCCC1)c1ccc(Cl)c(NC(=O)c2ccccc2F)c1,-3,-4,1,0,-3,-6,2.5,-8,0.0

# Bioassay records (PubChem)
